TROY signal inh: blocks TROY-dependent signaling in reporter cells; Q293 LMP1-TROYcd NF-kB luciferase reporter, 4 h; hit rate 0.98% among 360,000; inhibition, % at 10 µM;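 active = compounds whose plate-normalised and pattern-corrected inhibition of the luciferase reporter signal at the single screening dose is 50% or more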
C8 TRAIL sens: caspase-8 TRAIL sensitization. NB7+C8 cells + TRAIL, ATPlite viability luminescence. inhibition (viability loss, TRAIL sensitization), % at 10 µM. hit rate 1% among 360,000;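 active = compounds causing at least 50% loss of cell viability in the single-dose screen, relative to plate controls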
LMP1 NFkB inh: Epstein-Barr LMP1 NF-kappaB reporter inhibition. LMP1-induced NF-kappaB luciferase reporter cells, luminescence. inhibition, % at 12.5 µM. hit rate 0.69% among 350,000. AID 504558; in the data active = inhibition above about 41%;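 also: 0% = neutral control wells and 100% = reference inhibitor control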
Shn3 3UTR inh: inhibitors of Schnurri-3 3'UTR reporter in osteoblasts; Clone20 osteoblast Shn3 3'UTR firefly luciferase, 24 h; inhibition, % at 12.5 µM; hit rate 0.52% among 360,000;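 active = mean inhibition of at least 75% with every replicate also reaching 75%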;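 also: 0% = median of neutral control wells and 100% = pilot-screen positive control compound; some compounds past the cut are filed as inactive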
SRC3 inh: human NCOA3 inhibition | HEK293 GAL4-SRC3 luciferase reporter, luminescence | inhibition, % at 3.6 µM | hit rate 0.17% among 360,000 | AID 588352;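 active = inhibition above a per-campaign cutoff, the mean of all compounds plus 3 SD, cut at about 60% in these data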;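 also: 0% = DMSO-treated cells and 100% = gossypol-treated cells at 36 µM; higher means less SRC3-driven luciferase light from the GAL4 reporter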
Target sequence (Q9Y6Q9 whole entry, looked up, the tested form may be a part): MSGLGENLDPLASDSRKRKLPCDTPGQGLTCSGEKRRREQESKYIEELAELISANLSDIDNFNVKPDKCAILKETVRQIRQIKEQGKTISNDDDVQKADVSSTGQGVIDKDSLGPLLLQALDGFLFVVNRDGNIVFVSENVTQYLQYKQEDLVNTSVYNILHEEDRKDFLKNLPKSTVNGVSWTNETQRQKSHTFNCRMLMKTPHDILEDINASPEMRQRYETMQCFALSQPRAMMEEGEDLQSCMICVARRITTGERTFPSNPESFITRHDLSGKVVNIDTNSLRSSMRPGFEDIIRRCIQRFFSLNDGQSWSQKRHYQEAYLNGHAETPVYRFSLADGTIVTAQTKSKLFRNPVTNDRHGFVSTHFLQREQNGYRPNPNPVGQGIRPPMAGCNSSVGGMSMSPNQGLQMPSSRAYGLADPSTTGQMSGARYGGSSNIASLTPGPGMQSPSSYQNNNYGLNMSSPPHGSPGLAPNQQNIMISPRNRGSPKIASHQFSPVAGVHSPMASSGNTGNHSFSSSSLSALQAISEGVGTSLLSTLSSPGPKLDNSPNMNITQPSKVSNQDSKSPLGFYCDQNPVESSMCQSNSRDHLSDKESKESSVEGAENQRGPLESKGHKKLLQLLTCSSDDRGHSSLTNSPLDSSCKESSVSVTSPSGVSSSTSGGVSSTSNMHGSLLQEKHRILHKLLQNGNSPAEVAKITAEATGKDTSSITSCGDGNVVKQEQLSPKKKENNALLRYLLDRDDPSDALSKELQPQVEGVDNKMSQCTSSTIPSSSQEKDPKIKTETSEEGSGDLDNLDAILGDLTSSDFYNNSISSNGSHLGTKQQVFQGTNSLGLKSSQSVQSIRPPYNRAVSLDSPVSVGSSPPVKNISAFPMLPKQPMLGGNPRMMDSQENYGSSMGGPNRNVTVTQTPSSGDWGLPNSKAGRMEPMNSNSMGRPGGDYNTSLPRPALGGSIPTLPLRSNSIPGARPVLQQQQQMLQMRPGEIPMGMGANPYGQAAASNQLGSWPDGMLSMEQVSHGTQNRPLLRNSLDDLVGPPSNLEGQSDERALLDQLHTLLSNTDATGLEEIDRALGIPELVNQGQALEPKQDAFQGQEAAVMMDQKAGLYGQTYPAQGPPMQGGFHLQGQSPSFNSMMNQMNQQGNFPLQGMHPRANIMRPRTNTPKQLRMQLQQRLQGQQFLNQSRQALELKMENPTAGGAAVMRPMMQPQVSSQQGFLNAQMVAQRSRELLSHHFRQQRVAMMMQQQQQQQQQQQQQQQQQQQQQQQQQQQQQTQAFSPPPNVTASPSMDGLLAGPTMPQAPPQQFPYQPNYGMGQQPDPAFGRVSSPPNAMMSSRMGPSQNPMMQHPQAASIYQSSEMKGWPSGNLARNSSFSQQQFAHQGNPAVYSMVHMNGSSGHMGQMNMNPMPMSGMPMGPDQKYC
NCOA1 inh: human NCOA1 inhibition; Q15788; HEK293 GAL4-SRC1 luciferase reporter, luminescence; inhibition, % at 3.6 µM; hit rate 0.12% among 360,000; AID 588354;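 active = inhibition above the campaign mean plus 3 SD, with each screening campaign given its own cutoff, cut at about 60% in these data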;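 also: 0% = DMSO treated cells and 100% = gossypol at 36 µM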
KKLEB cytotox: reduces viability of KKLEB cystic fibrosis airway cells. KKLEB CF airway cells viability, ATPlite luminescence, overnight; stronger effect = lower value; cells stimulated with P. aeruginosa culture filtrate. activity change (cytotoxicity), % at 5 µM. hit rate 0.36% among 360,000. AID 602141;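 active = corrected activity change at or below -50% at 5 µM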
CF NFkB inh: blocks PAF-induced NF-kB reporter in cystic fibrosis cells. KKLEB NF-kB-GFP reporter, GFP fluorescence overnight. hit rate 0.86% among 360,000. inhibition, % at 5 µM;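 active = at least 50% inhibition at 5 µM, scaled per plate between neutral and stimulator controls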;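 also: PAF is a Pseudomonas aeruginosa culture filtrate used as stimulus; plate controls were PAF-stimulated DMSO wells for no effect and unstimulated DMSO wells for full effect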
LRH-1 inv ag: suppresses constitutive activity of human LRH-1; O00482; HEK293T StAR-luciferase reporter, LRH-1 transfected, 24 h; inhibition, % at 3.6 µM; hit rate 0.13% among 360,000; AID 602396;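 active = inhibition above the mean inhibition of all tested compounds plus 3 SD, cut at about 73% in these data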;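 also: 0% = DMSO wells and 100% = reporter-only cells lacking LRH-1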
NR2F2 inh: blocks human COUP-TFII nuclear receptor; HEK293T NGFI-A luciferase reporter, luminescence; AID 686940; hit rate 0.7% among 370,000; P24468; inhibition, % at 8.6 µM;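 active = inhibition above a per-plate cutoff, mean inhibition of test wells between control levels plus 3 SD, cut at about 38% in these data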;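 also: cells cotransfected with COUP-TFII expression vector driving the NGFI-A reporter; 0% = median of COUP-TF2 test wells and 100% = reporter-only cells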
TWEAK-Fn14 inh: blocks TWEAK-Fn14 interaction in a reporter cell assay; hit rate 2% among 360,000; AID 1159606; inhibition, % at 10 µM; TWEAK-stimulated Fn14 reporter cells, luciferase luminescence, 8 h; in the data active = inhibition above about 50%
Active calls of the source: *; nt = not tested or not shown. The list is partial, so the mix of outcomes need not match the whole.

item	SMILES	TROY signal inh	C8 TRAIL sens	LMP1 NFkB inh	Shn3 3UTR inh	SRC3 inh	NCOA1 inh	KKLEB cytotox	CF NFkB inh	LRH-1 inv ag	NR2F2 inh	TWEAK-Fn14 inh
1	COc1cccc(CNCC(=O)NC(=O)NC2CCCC2)c1	-3	5	-5	-12	4	2	-10	-2	-8	14	-1
2	Cc1ccccc1NC(=O)Nc1nc(CN(C)C)cs1	-3	-19	nt	2	-38	-5	8	-22	17	-6	11
3	Cc1nc(SCC(=O)Nc2nnc(C(C)C)s2)n[nH]1	0	23	1	-10	15	-40	4	-8	8	14	10
4	CC(=O)C1=C(NC(=O)c2ccc(C(F)(F)F)cc2)C[C@@H]2[C@H]1C2(C)C	-1	1	1	-11	14	-12	12	-16	1	-4	-5
5	CCCS(=O)(=O)N1CCCC(C(=O)NCC2CCCO2)C1 (stereo unspecified)	-3	-7	5	2	10	-22	-12	5	2	-17	-14
6	COC(=O)c1sccc1NC(=O)Nc1cc(C)ccc1OC	-12	2	13	11	-6	-5	-2	-11	19	7	20
7	O=C(NCCCN1CCOCC1)C1CCC(=O)N1CCc1ccccc1 (stereo unspecified)	9	-8	-7	-8	5	-23	-4	18	-10	-13	14
8	Cc1cccc(Cn2c(NCC(C)O)nc3c2c(=O)n(C)c(=O)n3C)c1 (stereo unspecified)	-13	11	8	37	-4	12	-1	-1	27	15	19
9	COc1ccc(C(=O)NCc2ccccn2)cc1	-17	-7	-7	-29	6	5	0	1	1	-11	-7
10	CCOC(=O)C1(C#N)Cc2ccccc2C1	-27	6	-6	-40	-15	-1	12	11	-22	-6	35
11	C=CCn1c(COc2ccccc2)nnc1SCC(=O)NCC(=O)OCC	-16	-1	2	-11	-3	-7	-1	1	11	9	7
12	C/C(=N\NC(N)=O)C1CC(Cc2ccccc2)C(=O)O1 (stereo unspecified)	2	2	0	-2	-10	1	12	4	1	14	7
13	COc1ccccc1NC(=O)c1ccc(N2CC3CC(C2)c2cccc(=O)n2C3)c(NC(=O)c2cccnc2)c1 (stereo unspecified)	-6	9	3	-14	4	-3	-9	-2	1	-13	7
14	C=CCN1CC(=O)N2Cc3[nH]c4ccccc4c3C[C@H]2C1=O	-2	14	0	-5	13	6	-6	14	-13	16	-12
15	CC(=O)Nc1ccc(S(C)(=O)=O)c(C)c1	-7	-1	-3	10	15	7	7	0	12	-16	-3
16	CC1CC(C)(C)CC2(C1)NC(=O)N(CC(=O)N1CCN(S(=O)(=O)c3ccc(F)c(F)c3F)CC1)C2=O (stereo unspecified)	-5	17	3	-18	2	-6	-8	26	-7	2	14
17	Cc1cc(NC(=O)c2ccccc2NS(=O)(=O)c2c(C)c(C)cc(C)c2C)no1	53*	-1	16	16	14	-4	5	49	4	9	38
18	O=C(CCN1C(=O)/C(=C/c2ccc(F)cc2)SC1=S)Nc1cc([N+](=O)[O-])ccc1O	49	0	-9	-3	3	-63	-3	39	12	-14	-2
19	Clc1ccc(C=NC23CN4CN(CN(C4)C2)C3)cc1	1	-5	-29	-32	16	3	-6	4	8	-4	-2
20	O=C(c1ccc(S(=O)(=O)N2CCCC2)cc1)N(Cc1ccco1)C1CCS(=O)(=O)C1 (stereo unspecified)	14	-14	9	2	-13	-4	6	-4	8	-1	5
21	CC(=O)c1cccc(N(CC(=O)NC2CCCCC2)C(=O)CNC(=O)c2cccs2)c1	7	28	-7	-17	25	13	-2	-5	-5	3	2
22	CCOC(=O)c1ccc(N2C(=O)CC(N3CCCC(C)C3)C2=O)cc1 (stereo unspecified)	8	-30	-4	-41	-8	2	10	-28	-3	-13	6
23	c1cc(SSc2ccncc2)ccn1	-1	11	-2	8	-3	6	3	-9	-10	-1	11
24	Cc1c(S(=O)(=O)N2CCN(C(=O)c3ccco3)CC2)c(=O)n(C)c(=O)n1C	-14	-16	1	-18	-28	8	9	-20	-14	-8	6
25	Cc1ccc(Sc2ncccc2COC(=O)NC(C)C)cc1	-54	24	-24	-27	-55	-74	-2	5	-91	-19	-10
26	Cc1nnc(SC(C)C(=O)Nc2ccc(S(=O)(=O)N3CCCCCC3)cc2)s1 (stereo unspecified)	-11	4	-1	-12	-3	-14	5	-6	10	12	-13
27	COc1ccc([N+](=O)[O-])cc1N(CC(=O)N1CCN(Cc2ccccc2)CC1)S(C)(=O)=O	-4	-34	7	1	0	-2	-1	-15	-2	0	3
28	C=CCOC(=O)c1ccc(-n2cnc(C)n2)nc1	-25	-3	0	-2	-8	1	6	-14	10	-1	-9
29	COc1ccc(C(CCNCc2ccc(OC(C)C)cc2)c2ccccc2OC)cc1 (stereo unspecified)	9	18	-10	89*	-6	-18	-26	7	9	-7	-17
30	CC(Oc1ccc(Cl)cc1Cl)C(=O)OCC(=O)c1c(N)n(C)c(=O)n(C)c1=O (stereo unspecified)	-3	11	2	-5	16	3	12	7	-5	5	-17
31	N#C/C(=C/c1cn(-c2ccccc2)nc1-c1cccc(OCc2ccccc2)c1)C(=O)NCCCn1ccnc1	11	-11	1	15	5	-8	-18	23	-6	12	10
32	COc1ccc(C(CCN)Cc2ccccc2)cc1 (stereo unspecified)	-21	-5	-24	21	12	13	-8	-1	-6	-5	3
33	CC(=O)c1sc(NC(=O)C2CCN(C(=O)c3ccccc3C)CC2)nc1-c1ccccc1	35	2	15	4	-12	-30	-5	-1	-3	33	37
34	O=C(NCc1ccccc1)C1CCCN(S(=O)(=O)c2ccc(F)cc2)C1 (stereo unspecified)	-9	3	-6	0	-7	-33	22	-43	-14	-1	4
35	CN(C)S(=O)(=O)N1CCC(Oc2cccc(C(=O)N3CCSCC3)c2)CC1	-10	-7	2	3	1	-2	7	-30	11	-6	3
36	CN(C)c1cccc(C(=O)Nc2cccc(S(=O)(=O)NC3=NCCC3)c2)c1	-27	2	-16	-84	-25	-47	5	8	-65	-13	-35
37	COc1ccc(S(=O)(=O)N2CCN(C)CC2)c2ccccc12	-3	-18	-6	18	15	4	-3	39	3	-29	11
38	CCOC(=O)c1c(-c2ccc(C)o2)csc1NC(=O)CSc1nnc(C)s1	-2	-8	-4	34	-3	-7	-13	5	23	6	0
39	COC(=O)C(C)Oc1cc(OC(C)C(=O)OC)c2c(-c3ccccc3)cc(=O)oc2c1 (stereo unspecified)	4	-6	6	-7	-6	-10	-3	13	-6	3	-14
40	Nc1ccccc1C(=O)Nc1nccs1	4	-2	-14	-18	-29	-56	-8	0	-54	-28	7
41	COc1ccc(OC)c(NC(=O)c2ccc(CN(c3cc(Cl)ccc3C)S(=O)(=O)c3ccccc3)cc2)c1	3	-5	4	36	4	-13	-12	10	17	1	-14
42	O=c1oc2c3c4c(cc2c(C(F)(F)F)c1CCN1CCOCC1)CCCN4CCC3	6	7	-1	-13	-12	-3	-25	-20	1	17	11
43	CCN(C(=O)CSc1nnc(NC2CCCCC2)s1)C1CCS(=O)(=O)C1 (stereo unspecified)	-1	-5	7	-19	9	-1	-4	8	3	12	-18
44	O=C(c1ccc(CS(=O)(=O)c2ccc(Br)cc2)o1)N1CCN(c2ncccn2)CC1	5	-5	-1	-18	13	-1	0	-3	8	7	10
45	CCc1ccc(-c2csc3ncn(CC(=O)NCc4ccco4)c(=O)c23)cc1	22	5	-2	8	11	2	7	-6	30	11	6
46	Cc1ccc(OC(C)C(=O)N2CC(=O)Nc3ccccc32)c(C)c1 (stereo unspecified)	3	-13	3	-8	10	-17	3	7	-6	9	5
47	O=C1CN(C(=O)COC(=O)c2cccs2)c2ccccc2N1	2	-5	3	-22	24	-9	23	-20	10	-3	9
48	O=C(NCCCN1CCOCC1)c1cc(-c2ccccc2F)no1	-27	-12	13	-18	-2	-37	19	-28	6	21	-44
49	COc1ccc(C2=CSC3=NCCN23)cc1Br	18	-2	nt	13	-9	2	-2	2	7	2	-8
50	Cc1ccc(C(=O)Nc2ccccc2N2CCCCC2)o1	4	-17	10	-2	13	-10	34	-9	10	15	-11
51	N#CNC(N)=Nc1cccc(Cl)c1	-11	-7	5	13	16	-34	-16	-6	13	20	0
52	COc1ccccc1NC(=S)N(CCN(C)C)C(C)c1ccncc1 (stereo unspecified)	4	-31	-5	3	-13	-1	2	2	7	18	5
53	CC(C)(C)OC(=O)N[C@@H](Cc1ccccc1)C(=O)N[C@@H](CO)[C@H](O)[C@@H]1C[C@@H]1C(=O)N1CCCC1	-1	-21	2	6	3	-2	9	9	-21	4	-6
54	Cc1ccc(CNC(=O)C2(c3cccs3)CCOCC2)cc1	-2	-10	7	-1	17	-7	8	-4	5	15	13
55	Cc1ccc(-n2c(=S)sc3c(=O)n(-c4ccccc4C)c(SCC(=O)O)nc32)cc1C	2	-2	-2	-4	-15	10	5	-8	16	24	9
56	Cc1ccccc1NC(=O)Cc1nc(COC(=O)/C=C/c2ccc(F)cc2)cs1	1	-13	5	2	8	-11	-9	7	11	11	-5

(list continues)
item	SMILES	TROY signal inh	C8 TRAIL sens	LMP1 NFkB inh	Shn3 3UTR inh	SRC3 inh	NCOA1 inh	KKLEB cytotox	CF NFkB inh	LRH-1 inv ag	NR2F2 inh	TWEAK-Fn14 inh
57	S=C(Nc1ccc(Nc2ccccc2)cc1)NC1CCCCCC1	43	12	-1	16	6	-6	4	5	-1	2	47
58	CCOC(=O)C1CCCN(C(=O)c2cc(=O)c3ccccc3o2)C1 (stereo unspecified)	-2	9	2	18	15	-3	1	-9	-12	3	-2
59	N#Cc1ccc(C(=O)Nc2nnc(-c3ccccn3)o2)cc1	-30	3	-10	-44	-5	-7	3	-8	-17	-20	-11
60	CC(C)(C)c1ccc(C(=O)NCC(=O)N2CCCC2)cc1	-35	5	-16	-33	-51	-28	-20	-1	-12	-31	-29
61	COc1ccc(NC(=O)CSc2ccc([N+](=O)[O-])cc2)cc1S(=O)(=O)N1CCOCC1	-6	12	1	-3	-4	-5	4	-14	1	-14	17
62	Cc1ccc(N2CC(C(=O)Nc3ccc(S(=O)(=O)NCC4CCCO4)cc3)CC2=O)cc1C (stereo unspecified)	8	-2	-2	9	-9	8	-7	2	8	-2	15
63	COc1ccc(-c2cc(CNc3nc4cc(-c5ccccc5C)sc4c(=O)n3C)on2)cc1	-73	-14	nt	-95	-103	-87	-7	20	-117	-24	-20
64	COc1cccc(-c2ccc(C#N)c(SCC(=O)NCCc3ccc(Cl)cc3)n2)c1	-5	-2	4	-2	23	-2	-9	3	25	-14	-58
65	Cc1ccccc1-n1nnnc1SCC(=O)N(C)C1CCS(=O)(=O)C1 (stereo unspecified)	7	7	4	-5	10	1	10	-6	-4	13	9
66	O=C(NC1CCCCC1)NC1(C(=O)NCCCN2CCOCC2)CCCCC1	-2	-18	11	4	12	12	-2	3	-3	4	-18
67	CC(=O)Nc1cccc(/C(C)=N/NC(=O)c2ccccc2Cl)c1	-10	2	1	-15	3	-13	5	4	-28	-18	7
68	Cc1ccc(C(=O)NCC(=O)OCc2nnc(-c3ccc([N+](=O)[O-])cc3)o2)s1	-9	-11	-6	9	-2	-18	0	5	-9	-9	-3

Screening results deposited in PubChem by several laboratories.
